ALDH1A1 inh = ALDH1A1 (human) enzyme inhibition | AID 1030 | Potency, µM (series often up to 75.3 µM), for the others: at the top dose activity, negative = inhibition, actives largely listed as inhibitors | 220,000 tested, 7.3% active | P00352 | Purified ALDH1A1, NADH fluorescence, propionaldehyde substrate; active = well fitted inhibition curve with a large enough effect, not every such curve was filed as active; inconclusive = small, poorly fitted or top-dose-only effect, or another doubt; inactive = no such curve, though single readings can be large or run the other way;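 also: plate controls were no enzyme wells and a reference inhibitor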
Target sequence (P00352 whole entry, looked up): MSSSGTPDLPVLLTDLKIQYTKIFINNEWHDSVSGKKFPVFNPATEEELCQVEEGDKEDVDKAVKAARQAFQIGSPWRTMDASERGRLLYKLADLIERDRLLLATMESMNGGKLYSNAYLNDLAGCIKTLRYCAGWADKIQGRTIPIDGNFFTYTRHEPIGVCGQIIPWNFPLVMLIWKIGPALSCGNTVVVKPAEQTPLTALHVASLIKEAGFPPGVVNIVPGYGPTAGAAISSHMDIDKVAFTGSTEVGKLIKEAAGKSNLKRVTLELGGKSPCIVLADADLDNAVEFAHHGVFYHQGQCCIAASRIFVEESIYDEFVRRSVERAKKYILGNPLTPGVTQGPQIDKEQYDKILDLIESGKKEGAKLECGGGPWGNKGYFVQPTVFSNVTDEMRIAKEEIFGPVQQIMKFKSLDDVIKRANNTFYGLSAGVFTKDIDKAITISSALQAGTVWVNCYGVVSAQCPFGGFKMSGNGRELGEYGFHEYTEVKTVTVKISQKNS
L3MBTL1 block = inhibitors of human L3MBTL1; AlphaScreen L3MBTL1–H3K9me1 peptide binding; Potency, µM (top dose mostly 57.1 µM), for the others: at the top dose activity, negative = inhibition, most hits filed as inhibitors; 230,000 tested, 0.66% active; AID 485360; also: nearly all actives have a fitted effect of over 60% in size
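L3MBTL1 50 nM + b-AHA-H3(1-15)K9me1 75 nM, 30 min RT; compound added, 30 min RT; streptavidin donor/Ni-chelate acceptor beads 10 ug/mL each final, 30 min RT dark; AlphaScreen read.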
Tau fibril ThT = tau fibrillization inhibition (ThT binding) | recombinant tau K18 P301L, heparin-induced fibrillization, ThT fluorescence | P10636 | 270,000 tested, 2.1% active | AID 1460 | Potency, µM (series often up to 57.4 µM), for inactives: top-dose activity, negative = inhibition, most hits filed as inhibitors; also: nearly all actives have a fitted effect of over 55% in size
Target sequence (P10636 561-689 P618L limits assumed): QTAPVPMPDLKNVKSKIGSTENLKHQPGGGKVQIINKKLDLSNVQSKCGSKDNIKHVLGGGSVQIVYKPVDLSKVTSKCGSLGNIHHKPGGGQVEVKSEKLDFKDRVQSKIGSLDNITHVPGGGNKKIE
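In this qHTS, human K18 P301L tau is incubated with compound and heparin for 6 hr at 37 C, and Thioflavin T fluorescence then reports fibril load.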
TRb SRC2 PPI = TRbeta-SRC2 interaction inhibition; P10828; TRbeta-SRC2 peptide binding, fluorescence polarization; receptor liganded with 1 µM T3; Potency, µM (highest dose often 106 µM), without a hit: at the top dose activity change, negative = inhibition, usual class: inhibitors; 280,000 tested, 0.065% active; AID 1469;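 also: plate controls were bound peptide for no effect and peptide without receptor for full effect; nearly all actives have a fitted effect of over 50% in size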
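Assay buffer: 20 mM Tris-HCl, 100 mM NaCl, 10% glycerol, 1 mM EDTA, 0.01% NP-40, 1 mM DTT, 1 uM T3, 5% DMSO; TRb LBD 0.6 uM, Texas Red SRC2 20 nM; FP after 5 hr.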
TR SRC2 fluor cs = counter-screen for TRb-SRC2 inhibitors: fluorescence interference | TRb/SRC2 Texas Red total fluorescence interference | Potency, µM (top dose mostly 106 µM), inactives show at the highest dose fluorescence change, negative = quenching | 280,000 tested, 0.29% active; active = well fitted curve in either direction with a large enough effect; inconclusive = small, poorly fitted or top-dose-only effect
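Human TRb ligand-binding domain at 0.6 uM with 20 nM Texas Red SRC2 peptide in Tris buffer containing 1 uM T3 and 5% DMSO, incubated with compound 5 h at ambient temperature. Total fluorescence (555/632 nm) calculated as parallel + 2 × perpendicular.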
Tau FP inhib = blocks human tau fibril formation measured by polarization; P10636; K18 P301L tau heparin fibrillization, Alexa594 FP, 6 h; Potency, µM (top dose mostly 57.7 µM), without a hit: top-dose activity, negative = inhibition, usual class: inhibitors; 280,000 tested, 0.39% active; also: nearly all actives have a fitted effect of over 55% in size
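Compound effects on tau fibrillization are measured by Alexa 594 fluorescence polarization (ex 555, em 632 nm). K18 P301L tau is used at 15 uM with 0.24 uM labeled tracer, and 20 uM heparin induces aggregation over 6 hr at 37 C.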
Tau fluor cs = counter-screen for tau fibril formation inhibitors. tau K18 P301L Alexa594 fluorescence, heparin fibrillization. Potency, µM (doses to about 57.7 µM), inactives show top-dose activity change, negative = decrease. 280,000 tested, 0.93% active; also: nearly all actives have a fitted effect of over 55% in size
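Human tau K18 P301L (15 uM unlabeled, 0.24 uM Alexa 594-labeled) in 100 mM sodium acetate pH 7 with 20 uM heparin, 6 hr at 37 C. ThT 30 uM added, 1 hr ambient; Alexa 594 FP and total fluorescence read at 555/632 nm.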
aGal spleen mod = inhibits or activates alpha-galactosidase in human spleen homogenate; P06280; 240,000 tested, 0.008% active; human spleen homogenate, 4MU-alpha-Gal fluorescence, 40 min; AID 2107; Potency, µM (series often up to 80 µM), for inactives: top-dose activity change, negative = inhibition, most hits filed as inhibitors;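 also: 0% = enzyme with vehicle and -100% = no enzyme basal signal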
Target sequence (P06280 32-429 limits assumed): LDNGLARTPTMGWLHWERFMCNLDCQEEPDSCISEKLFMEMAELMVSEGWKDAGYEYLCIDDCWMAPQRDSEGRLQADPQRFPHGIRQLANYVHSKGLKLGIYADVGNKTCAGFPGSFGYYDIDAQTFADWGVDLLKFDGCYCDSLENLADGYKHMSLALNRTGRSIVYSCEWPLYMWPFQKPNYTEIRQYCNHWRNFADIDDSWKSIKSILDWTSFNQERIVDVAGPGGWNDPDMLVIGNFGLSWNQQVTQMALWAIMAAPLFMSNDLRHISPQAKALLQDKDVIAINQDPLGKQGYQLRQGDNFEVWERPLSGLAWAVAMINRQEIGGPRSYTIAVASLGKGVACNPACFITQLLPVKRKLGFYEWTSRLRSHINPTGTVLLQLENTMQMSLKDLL
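Spleen homogenate 1 ug + cpd (titration) + 4-MU-alpha-D-galactopyranoside 1 mM; 37C 40 min; 50 mM citrate/phosphate pH 5.0, 0.01% Tween-20; stop pH 10; fluorescence 365/440; AC50 via Hill.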
Numbers without * were called inactive; ? = inconclusive; / = not tested or not shown; & = joins results of further samples; [ ] = another dose, or the depositor's remark. Unless noted, calls follow the shape of the dose curve; as a rule, active = well fitted curve in the direction sought with a large enough effect; inconclusive = small, poorly fitted or top-dose-only effect, or another doubt; inactive = no such curve, though single readings can be large; an effect the other way counts as inactive or inconclusive. Unless noted, % is scaled to controls: 0 for no effect and ±100 for the full control effect; potency is read from the fitted curve at half-maximal effect.

mol | ALDH1A1 inh | L3MBTL1 block | Tau fibril ThT | TRb SRC2 PPI | TR SRC2 fluor cs | Tau FP inhib | Tau fluor cs | aGal spleen mod
CCCCNC(=O)CSc1nc2cc3c(cc2c(=O)n1CCCC(=O)NCCc1ccc(OC)c(OC)c1)OCO3 | -3% | / | -6%&6% | 3%&-6% | ? | -5%&-2% | -2%&13% | -5%
O=C(Nc1ccc(Br)cc1)c1cc2nc(-c3ccccc3)cc(-c3ccccc3)n2n1 | / | / | -7% | -5% | 0% | ? | -21% | /
CC(C)c1ccc(C(O)c2cnc(C(C)C)n2C)cc1 (stereo unspecified) | 8% | -11% | -5% | 8% | 1% | 0% | -5% | 3%
COc1ccc(C(=O)Nc2ccccc2N2CCOCC2)cc1Br | -12% | 4% | -11% | -2% | 0% | -5% | -15% | 0%
CCOc1ccc(CCNC(=O)c2c(C)oc3ncn(CC(C)C)c(=O)c23)cc1 | / | / | ? | 2% | -2% | 5% | -29% | /
Brc1ccccc1Cn1c(-c2cscn2)nc2ccccc21 | -8% | / | ? | 3% | -1% | -14% | -21% | -1%
CCOCCCn1c(C)nc2c(c1=O)c1nc3ccccc3nc1n2-c1ccc(C)cc1 | 8% | 12% | -2% | 3% | -1% | -7% | -2% | -9%
N#C/C(=C\c1cccs1)C(=O)NCC1CCCO1 (stereo unspecified) | -18% | -6% | ? | -5% | -4% | 5% | 1% | -5%
CCOc1ccc(NC(=O)CN2C(C(=O)OC)=C(c3ccccc3)c3cc(Cl)ccc3S2(=O)=O)cc1 | / | / | 6% | -5% | 2% | ? | -29% | /
Cc1ccc2oc(C(=O)Nc3nnc(CC(C)C)s3)cc(=O)c2c1 | / | / | -12% | -2% | 1% | 0% | -6% | /
CC#CC[N+](C)(C)CCCCCCCC | / | -1% | 4% | -1% | -3% | 3% | -5% | 1%
CCC(=O)N1CCc2cc(S(=O)(=O)CCC(=O)N3CCN(c4ccc(C(C)=O)cc4)CC3)ccc21 | / | / | ? | -7% | -2% | -2% | -8% | /
CC1CCc2c(nc3nc[nH]n3c2=O)C1 (stereo unspecified) | 13% | / | 1% | 5% | 2% | 3% | -3% | 9%
O=S(=O)(Nc1cccc2[nH]ncc12)c1cccs1 | -14% | 8% | -9% | -3% | -4% | 4% | -10% | 3%
CN1C(=O)c2ccccc2Sc2ccc(NC(=O)N3CCN(c4ccccc4)CC3)cc21 | / | / | -4% | 2% | -1% | 2% | 5% | /
N#Cc1cc(-c2ccccc2)nnc1Oc1ccccc1 | 14% | -3% | -9% | -2% | -4% | 4% | -7% | 2%
O=S(=O)(c1ccc2nc(Nc3ccc(Br)cc3F)ccc2c1)N1CCCC1 | / | / | 3% | 10% | -5% | ? | -17% | /
NC(=O)C1(N2CCCCC2)CCN(C(=S)Nc2ccc(F)c(Cl)c2)CC1 | -4% | 6% | 0% | 3% | -5% | 5% | -3% | 5%
CCCCC(SCC(=O)Nc1ccccc1)C(=O)O (stereo unspecified) | 9% | -3% | -1% | -6% | 2% | -1% | 2% | 1%
CNc1ccc([N+](=O)[O-])cc1C(=O)O | 14% | 1% | ? | -4% | -7% | -10% | -15% | -6%
NNC(=O)c1ccc(COc2cccc3ccccc23)cc1 | 7.9µM* | -16% | ? | -2% | -3% | -2% | -6% | -5%
CNC(=S)NC12CC3CC(CC(C3)C1)C2 | -9% | 9% | 2% | 3% | -1% | 2% | 2% | 11%
CCc1nnc(NC(=O)CSc2nccn2Cc2ccc(C)cc2)s1 | / | / | -1% | -1% | 1% | 5% | -1% | /
COc1ccc(CN2C(=O)NC3(CCCC3)C2=O)cc1F | -4% | -3% | 3% | -8% | 0% | -2% | -5% | -5%
Cc1ccc(-c2nnn3c2nc(N2CCC(C)CC2)c2ccccc23)cc1 | / | / | -6% | 3% | -2% | -5% | -15% | /
Cc1cc(NC(=O)CN2C(=O)NC(C)(c3ccc(Cl)cc3)C2=O)no1 (stereo unspecified) | -11% | / | -5% | 3% | 3% | 1% | -6% | 2%
O=C(CN1C(=O)/C(=C2\SC(=S)N(C3CCS(=O)(=O)C3)C2=O)c2ccccc21)Nc1ccccc1 (stereo unspecified) | 7.1µM* | 4% | ? | -1% | 0% | 10% | ? | -2%
CCCCCn1c(=O)[nH]c2cc(C(=O)N3CCN(c4ccccc4)CC3)ccc2c1=O | / | / | -11% | -5% | -2% | -3% | -19% | /
O=C(O)C1Cc2ccccc2CN1C(=O)c1ccccc1Cl (stereo unspecified) | 8% | / | -3% | 3% | -3% | -1% | -1% | -4%
COc1ccc(CCNC(=O)CCN2C(=O)COc3ccc(C)cc32)cc1OC | -3% | 9% | -10% | 1% | 2% | -14% | -7% | 12%
COC(=O)C1=NN(C(=O)c2ccc(Br)cc2)C(O)(C(C)(C)C)C1 (stereo unspecified) | 3% | 6% | -2% | 1% | -6% | -5% | -2% | -4%
COc1cc(C)ccc1OCCOc1c(C)cc(Cl)cc1Cl | 14% | 57%[activator] | ? | -11% | -1% | -12% | -9% | 8%
CCOc1ccccc1NC(=O)CN(c1ccc(OC)cc1OC)S(=O)(=O)c1ccccc1[N+](=O)[O-] | ? | -9% | -7% | -4% | -1% | -10% | ? | 2%
CO[C@H]1COC(=O)CCC[C@@H](C)[C@H](OC)COC(=O)[C@H]2CCCN2C(=O)C/C=C\[C@@H]1C | 8%[13.5 µM] | / | -21%[11.5 µM] | 5%[11.2 µM] | -8%[11.2 µM] | 0%[11.6 µM] | -19%[11.6 µM] | 17%[17.5 µM]
O=C(O)c1cccc(S(=O)(=O)Nc2ccc(O)cc2Sc2nc3ccccc3s2)c1 | 22µM* | -6% | -10% | 0% | -1% | -2% | -11% | 3%
COc1cc(C2C(C(=O)c3cccs3)=C(O)C(=O)N2c2cc(C)on2)ccc1O (stereo unspecified) | 2% | 2% | -11% | -1% | -9% | 5% | -4% | 5%
Cn1c(=O)[nH]c(=O)c2c1nc(N1CCCCC1)n2CC(O)CN1CCCCC1 (stereo unspecified) | -7% | -4% | 7% | 2% | -2% | 7% | 2% | -5%
O=C(Nc1ccc(Br)cc1)C1CCCN(S(=O)(=O)c2ccc(Br)s2)C1 (stereo unspecified) | / | / | 7% | -1% | -1% | -14% | -17% | /
COc1ccc(C2=C(C)C(=O)N(Cc3ccc(C(=O)NCc4ccc(C)cc4)cc3)S2(=O)=O)cc1 | / | / | 4% | 2% | 0% | 3% | -3% | /
COc1ccc(/C=N/OC(=O)Nc2ccc(Cl)cc2)c(OC)c1 | / | / | / | -2% | -1% | ? | ? | -2%
CCNC(=O)c1cc2n(n1)CCCN(Cc1ccc(C)cc1)C2=O | / | / | 5% | -4% | 1% | 2% | 5% | /
O=C1CC(SCCO)C(=O)N1c1ccccc1 (stereo unspecified) | 0% | / | -11% | 1% | -6% | 0% | -9% | -7%
COc1ccc(NC(=O)Cn2cnc3c(cnn3C(C)(C)C)c2=O)cc1OC | -10% | / | -4% | -7% | -1% | -10% | -15% | -1%
Cc1cc(NCCO)nc(-n2nc(C)cc2C)n1 | ? | 11% | -12% | -3% | -6% | -3% | -15% | 13%
CCC1Oc2ccc(C)cc2N(CC(=O)NCCCN2CCN(Cc3ccccc3)CC2)C1=O (stereo unspecified) | ? | -4% | -1% | -5% | -5% | 4% | 3% | -4%

Ordered by molar mass (rising): ten of the compounds above
mol | ALDH1A1 inh | L3MBTL1 block | Tau fibril ThT | TRb SRC2 PPI | TR SRC2 fluor cs | Tau FP inhib | Tau fluor cs | aGal spleen mod
Cc1cc(NCCO)nc(-n2nc(C)cc2C)n1 | ? | 11% | -12% | -3% | -6% | -3% | -15% | 13%
O=C1CC(SCCO)C(=O)N1c1ccccc1 (stereo unspecified) | 0% | / | -11% | 1% | -6% | 0% | -9% | -7%
CCNC(=O)c1cc2n(n1)CCCN(Cc1ccc(C)cc1)C2=O | / | / | 5% | -4% | 1% | 2% | 5% | /
COc1ccc(/C=N/OC(=O)Nc2ccc(Cl)cc2)c(OC)c1 | / | / | / | -2% | -1% | ? | ? | -2%
COc1ccc(NC(=O)Cn2cnc3c(cnn3C(C)(C)C)c2=O)cc1OC | -10% | / | -4% | -7% | -1% | -10% | -15% | -1%
Cn1c(=O)[nH]c(=O)c2c1nc(N1CCCCC1)n2CC(O)CN1CCCCC1 (stereo unspecified) | -7% | -4% | 7% | 2% | -2% | 7% | 2% | -5%
COc1cc(C2C(C(=O)c3cccs3)=C(O)C(=O)N2c2cc(C)on2)ccc1O (stereo unspecified) | 2% | 2% | -11% | -1% | -9% | 5% | -4% | 5%
CO[C@H]1COC(=O)CCC[C@@H](C)[C@H](OC)COC(=O)[C@H]2CCCN2C(=O)C/C=C\[C@@H]1C | 8%[13.5 µM] | / | -21%[11.5 µM] | 5%[11.2 µM] | -8%[11.2 µM] | 0%[11.6 µM] | -19%[11.6 µM] | 17%[17.5 µM]
CCC1Oc2ccc(C)cc2N(CC(=O)NCCCN2CCN(Cc3ccccc3)CC2)C1=O (stereo unspecified) | ? | -4% | -1% | -5% | -5% | 4% | 3% | -4%
O=C(Nc1ccc(Br)cc1)C1CCCN(S(=O)(=O)c2ccc(Br)s2)C1 (stereo unspecified) | / | / | 7% | -1% | -1% | -14% | -17% | /

Next part.
mol | ALDH1A1 inh | L3MBTL1 block | Tau fibril ThT | TRb SRC2 PPI | TR SRC2 fluor cs | Tau FP inhib | Tau fluor cs | aGal spleen mod
O=C(CSCC(=O)c1ccccc1)Nc1ccccc1Cl | ? | -1% | -19% | -2% | 2% | -3% | -20% | 8%
COc1cc(Cl)c([C@@H]2C[C@H]3CN(c4ccccc4)C(=O)[C@]34CCCN24)cc1OC | 12% | -3% | -9% | 3%[53 µM] | 0%[53 µM] | -3% | -5% | 2%
COc1ccc(NS(=O)(=O)c2ccc3c(c2)n(C)c(=O)c(=O)n3C)cc1Cl | / | / | -3% | -2% | -2% | ? | -13% | /
Cc1ccc(Cn2c(=O)n(CC3CCC(C(=O)N4CCC(C)CC4)CC3)c(=O)c3sccc32)cc1 (stereo unspecified) | / | / | -12% | 5% | -7% | 1% | -5% | /
COc1ccc(C)cc1NC(=O)CN1CCN(c2ccccc2F)CC1 | ? | / | -14% | -7% | 2% | 5% | -2% | -6%
CC(/C=C\C=C\c1ccccc1)=N\NC(=O)c1cncc(Br)c1 | 22µM* | / | 10µM* | 3% | 0% | 3% | -14% | 2%

Bioassay records from PubChem BioAssay.
